# Source: PubChem
# L3MBTL1 block: qHTS Assay for the Inhibitors of L3MBTL1. Lethal(3)malignant brain tumor-like protein 1 (Homo sapiens), Q9Y468. AlphaScreen L3MBTL1–H3K9me1 peptide binding. Potency, µM (doses to about 57.1 µM), inactives show top-dose activity, negative = inhibition, usual class: inhibitors. actives 0.66% (n = 230,000); active means well fitted inhibition curve with a large enough effect; inconclusive means small, poorly fitted or top-dose-only effect; inactive means no such curve, though single readings can be large or run the other way; further: nearly all actives have a fitted effect of over 60% in size
# Target sequence (Q9Y468 whole entry, looked up): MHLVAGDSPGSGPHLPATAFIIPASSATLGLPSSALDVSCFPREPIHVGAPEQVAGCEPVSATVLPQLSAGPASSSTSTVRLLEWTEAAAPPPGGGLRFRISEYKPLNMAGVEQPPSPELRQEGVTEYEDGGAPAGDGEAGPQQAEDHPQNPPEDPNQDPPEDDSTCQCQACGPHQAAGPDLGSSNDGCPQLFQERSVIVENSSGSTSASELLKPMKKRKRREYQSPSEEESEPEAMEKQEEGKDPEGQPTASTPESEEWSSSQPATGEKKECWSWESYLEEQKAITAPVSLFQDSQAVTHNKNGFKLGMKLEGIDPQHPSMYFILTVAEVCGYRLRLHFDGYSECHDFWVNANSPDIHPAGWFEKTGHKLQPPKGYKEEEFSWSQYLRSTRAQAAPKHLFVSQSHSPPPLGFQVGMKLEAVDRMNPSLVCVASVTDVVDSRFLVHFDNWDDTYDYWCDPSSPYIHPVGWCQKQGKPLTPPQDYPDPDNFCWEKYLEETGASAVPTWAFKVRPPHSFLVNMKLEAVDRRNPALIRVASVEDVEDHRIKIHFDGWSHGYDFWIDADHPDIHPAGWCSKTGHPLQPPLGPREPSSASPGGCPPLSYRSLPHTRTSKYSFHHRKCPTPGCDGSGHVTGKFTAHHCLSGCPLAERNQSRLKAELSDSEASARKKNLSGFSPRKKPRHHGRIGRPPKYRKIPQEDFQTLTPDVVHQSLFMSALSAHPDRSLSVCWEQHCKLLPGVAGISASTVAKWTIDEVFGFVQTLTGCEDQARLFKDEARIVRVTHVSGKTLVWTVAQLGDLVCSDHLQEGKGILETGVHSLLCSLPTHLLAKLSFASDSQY
#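 AlphaScreen assay: L3MBTL1 (50 nM final) was preincubated 30 min at room temperature with biotinylated H3(1-15)K9me1 peptide (75 nM final), then 30 min with library compounds; streptavidin donor and nickel chelate acceptor beads (10 ug/mL final) added, 30 min dark.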
# * marks the source's active call; other numbers are inactive results; ? = inconclusive; [ ] = remark or other dose. On the % scale 0 is the no-effect control and ±100 the full control effect; potency means the concentration at half of the fitted maximal effect. This is a subset. The share of hits here may be higher or lower than overall.
SMILES,L3MBTL1 block
O=C(COc1ccc(F)cc1Cl)Nc1ccc(S(=O)(=O)Nc2nccs2)cc1,-2%
CCOC(=O)c1ccccc1NC(=O)COC(=O)CCNS(=O)(=O)c1cccs1,5%
CCN1CCN(CCCNC(=O)C2CCCN(c3nc4c(C)cc(C)cc4s3)C2)CC1 (centres undefined),3%
COc1ccc2[nH]c3c(c2c1)CCN1C(=O)C(CC(=O)NCCCn2ccnc2)C[C@H](C(=O)N2CCCCC2)[C@@]31CCc1ccccc1 (some centres undefined),-2%
COc1ccc(/C=C2/SC(=S)N(CC(=O)O)C2=O)cc1OCc1ccc(Cl)cc1,-10%
O=C(COc1ccc(Nc2ccccc2)cc1)Nc1ccncc1,-17%
O=C(Cn1cnc2c(NCc3ccccc3)ncnc21)NCCCc1ccccc1,3%
CC[C@@]1(C(=O)OC)N[C@H](CN(C)C(=O)c2ccc(F)cc2)[C@@H]2C(=O)N(Cc3ccccc3)C(=O)[C@@H]21,6%
CC(Sc1nnc(-c2cccnc2)o1)C(=O)NC1CCCC1 (centres undefined),2%
CCC1(CC)NC(=O)N(CC(=O)Nc2ccc(OCc3ccccc3)cc2)C1=O,-2%
COc1cc(/C=C/C(=O)OCC(=O)NC(C)c2ccccc2)cc(OC)c1OC (centres undefined),4%
CCCCn1c(N)c(N(CCOC)C(=O)CCS(=O)(=O)c2ccc(Cl)cc2)c(=O)[nH]c1=O,7%
O=S(=O)(Cc1ccccc1)N1CCN(Cc2c(F)cccc2Cl)CC1,-1%
COc1ccc(CCNC(=O)CS(=O)(=O)Cc2nc(-c3ccccc3Cl)oc2C)cc1OC,2%
O=C(CNC(=O)c1ccc2c(c1)OCO2)Nc1cccc(Br)c1,1%
COc1cccc(CNC(=O)COC(=O)c2cc([N+](=O)[O-])ccc2N2CCCC2)c1,-2%
CC1Oc2ccccc2N(CC(=O)Nc2ccccc2F)C1=O (centres undefined),2%
C[C@H]1CN=C(Nc2ccccc2)N1CCC1CCCC1,5%
CC(C)NC(=O)CN(C(=O)CCC(=O)Nc1nccs1)c1ccc(C(C)C)cc1,10%
COc1cc(NC(=O)c2ccccc2)c(OC)cc1NC(=O)CN1C(=O)NC2(CCCCC2C)C1=O (centres undefined),-6%

# Entries shown so far containing a Cl atom (five):
SMILES,L3MBTL1 block
O=C(COc1ccc(F)cc1Cl)Nc1ccc(S(=O)(=O)Nc2nccs2)cc1,-2%
COc1ccc(/C=C2/SC(=S)N(CC(=O)O)C2=O)cc1OCc1ccc(Cl)cc1,-10%
CCCCn1c(N)c(N(CCOC)C(=O)CCS(=O)(=O)c2ccc(Cl)cc2)c(=O)[nH]c1=O,7%
O=S(=O)(Cc1ccccc1)N1CCN(Cc2c(F)cccc2Cl)CC1,-1%
COc1ccc(CCNC(=O)CS(=O)(=O)Cc2nc(-c3ccccc3Cl)oc2C)cc1OC,2%

# Next compounds follow:
SMILES,L3MBTL1 block
COc1ccc(OCC(=O)OCC(=O)c2ccc(OC)c(F)c2)cc1,-3%
COc1ccc(NC(=O)CSc2n[nH]c(-c3ccccc3)n2)cc1S(N)(=O)=O,2%
CC1CN(C(=O)c2ccc(Cl)c(S(=O)(=O)NCc3ccco3)c2)CC(C)O1 (centres undefined),3%
CCCN1CCC(=O)N(CCSc2ccccc2)CC1,3%
Cc1ccc(NC(=O)CCNC(=O)c2ccc(Br)cc2)cc1S(=O)(=O)N1CCCCCC1,-3%
CC(C)Cn1c(N)c(C(=O)COC(=O)C2Cc3ccccc3CN2S(C)(=O)=O)c(=O)n(C)c1=O (centres undefined),?
Cc1ccc(NS(=O)(=O)c2cccc(C(=O)N3CCCCC3)c2)cc1,-4%
NC(=O)c1ccc(Nc2ccc3nonc3c2[N+](=O)[O-])cc1,3%
Cc1cc2c(cc1S(=O)(=O)Nc1c(C)cccc1C)n(C)c(=O)c(=O)n2C,-1%
CS(=O)(=O)c1cccc(C(=O)OCC(=O)Nc2ccc3c(c2)OCO3)c1,-5%
CCC(C)Sc1ccc([C@@H]2[C@@H]3C(=O)N(C)C(=O)[C@@H]3[C@]3(C(=O)OC)CCCCN23)cc1OC (some centres undefined),-6%
CC(C)Cc1nnc(NC(=O)c2cccc(S(=O)(=O)N3CCN(C)CC3)c2)s1,-2%
Cc1cc(C)n2nc(SCC(=O)N(CCC#N)c3ccc(F)cc3)nc2n1,-5%
O=C1CN(C(=O)COC(=O)c2ccc(Br)o2)c2ccccc2N1,6%
Nn1c(SCC(=O)NC2CCS(=O)(=O)C2)nnc1-c1ccco1 (centres undefined),3%
COc1cccc(CN(C)C(=O)c2ccc(S(=O)(=O)Nc3ccccc3F)cc2)c1OC,3%
COC(=O)[C@]1(Cc2ccccc2)N[C@H](CN(C)C(=O)Nc2ccc(OC)cc2)[C@@H]2C(=O)N(C)C(=O)[C@@H]21,-3%
O=C(O)Cc1ccc(NC(=O)Cc2ccc3ccccc3c2)cc1,2%
CC(Sc1nnc2n1CCCCC2)C(=O)Nc1ccc(S(N)(=O)=O)cc1 (centres undefined),-8%
CCN(C(=O)COc1ccc2ccc(=O)oc2c1)C1CCCCC1,1%
Cn1cccc1C(=O)OCC(=O)NCc1ccc2c(c1)OCO2,?
COc1ccc(CNC(=O)c2cc(C3CC3)nc3c2cnn3C(C)C)cc1,1%
CCOc1cc(/C=N/NC(=O)c2ccccc2-n2cccc2)ccc1O,-2%
CN(Cc1ccccc1)C(=O)c1ccc(NC(=O)Cc2cccc(NC(=O)C3CCN(C(=O)C4CCC4)CC3)c2)cc1,-8%
CC[C@]12c3[nH]c4cc(CCC(=O)N(C)C)ccc4c3CCN1C(=O)[C@@H](CC(=O)NCc1ccc(OC)c(OC)c1)C[C@@H]2C(=O)N1CCN(C(=O)c2ccco2)CC1,1%
Cc1c(C)c2ccc(OCC(=O)N3CCC[C@@H]3C(=O)O)c(C)c2oc1=O,13%
COc1cc(NC(=O)COC(=O)CC2CC3CCC2C3)cc(OC)c1 (centres undefined),8%
Cc1ccc(NC(=O)C2CCN(S(=O)(=O)c3cc([N+](=O)[O-])ccc3Cl)CC2)nc1,-8%
CCN(CC(=O)NC1CCS(=O)(=O)C1)C(=O)c1ccc(OC)c([N+](=O)[O-])c1 (centres undefined),6%
COc1cc2c(C#CCO)c(-c3ccc(C#N)cc3)oc(=O)c2cc1OC,11%
O=C(CN1C(=O)C(=O)N(C2CCCC2)C1=O)Nc1cc(Cl)ccc1[N+](=O)[O-],1%
CS(=O)(=O)c1ccc(C(=O)OCC(=O)c2ccc(Cl)s2)cc1,4%
CC(=O)Nc1sc(C)c(C)c1C(=O)OCC(=O)NCc1ccc(F)cc1,5%
CCC(CC)COC(=O)C1=C(C)NC(=O)NC1c1ccccc1Br (centres undefined),0%[2.29 µM]
CN(Cc1c(F)cccc1Cl)C(=O)c1ccc(NC(=O)CC2SC(N3CCCC3)=NC2=O)cc1 (centres undefined),-1%
CC[C@]12c3[nH]c4ccc(OC)cc4c3CCN1C(=O)C(CC(=O)NC/C=C(\C)CCC=C(C)C)C[C@@H]2C(=O)N1CCN(C(=O)c2ccco2)CC1 (some centres undefined),-8%
CC(=O)c1c(C)[nH]c(C(=O)OCC(=O)N(Cc2ccccc2)C(C)(C)C)c1C,-9%
CN(CC(=O)NCc1ccccn1)S(=O)(=O)c1cc(Cl)ccc1Cl,-2%
CC(=O)Nc1ccc(S(=O)(=O)NCCC(=O)N2CCCCC2)cc1,-3%
C=C1CCC2[C@](C)(CO)[C@H](O)CC[C@@]2(C)[C@@H]1/C=C/C1=CCOC1=O (some centres undefined),-11%

# Five structures out of the list, arranged by formula weight, ascending.
SMILES,L3MBTL1 block
COc1cc2c(C#CCO)c(-c3ccc(C#N)cc3)oc(=O)c2cc1OC,11%
COc1ccc(CNC(=O)c2cc(C3CC3)nc3c2cnn3C(C)C)cc1,1%
CC(=O)c1c(C)[nH]c(C(=O)OCC(=O)N(Cc2ccccc2)C(C)(C)C)c1C,-9%
CN(Cc1c(F)cccc1Cl)C(=O)c1ccc(NC(=O)CC2SC(N3CCCC3)=NC2=O)cc1 (centres undefined),-1%
CN(Cc1ccccc1)C(=O)c1ccc(NC(=O)Cc2cccc(NC(=O)C3CCN(C(=O)C4CCC4)CC3)c2)cc1,-8%

# Carrying on.
SMILES,L3MBTL1 block
COc1cccc(NC(=O)N2C3CCCC2CC(NC(=O)C(C)(C)C)C3)c1 (centres undefined),-12%
CC1(C)CC(NC(=O)c2ccccc2F)CC(C)(C)N1,3%
Cc1ccc(-c2csc(Nc3ccccn3)n2)cc1,0%
Cc1noc(C)c1COC(=O)C1CCN(S(=O)(=O)c2ccc(F)cc2)CC1,5%
O=C(CN1CCN(Cc2ccccc2)CC1)NNC(=O)c1ccccc1,2%
O=C(O)CCCC(=O)N1N=C(c2ccccc2)CC1c1ccc2c(c1)OCO2 (centres undefined),8%
CCOc1ccc(S(=O)(=O)N(CC)CC(=O)N2CCCC2)cc1C,-2%
CC(C)(C)OC(=O)C[C@@H]1C/C=C\C[C@@H](CC(=O)NCCO)C(=O)NCCOC1=O,8%
CC(C)CN1CCN(Cc2c[nH]c3ccccc23)CC1CCO (centres undefined),7%[2.29 µM]
CCc1cc(Cn2nc(-c3ccccc3)cc2C(=O)NCc2ccc(C)cc2)on1,13%
CCCC(=O)C1=C(N(C)c2ccccc2)CC(C)(C)CC1=O,-4%
CCN1C[C@@H]2[C@@H]3C(=O)N(C)C(=O)[C@@H]3[C@](CC)(C1=O)N2C(=O)c1ccc(C(C)(C)C)cc1,10%
O=C(CCc1nc2ccccc2c(=O)[nH]1)NNC(=O)c1cccc(Cl)c1,4%
Cc1nc(SCC(=O)N(CC(C)C)C2CCS(=O)(=O)C2)c2c(C)c(C)sc2n1 (centres undefined),3%
CC(=O)c1ccc(OCC(=O)Nc2ccc(N3CCCCC3)cc2)cc1,-19%
CN(C(=O)COC(=O)c1cc2ccccc2cc1O)c1ccccc1,-10%
Cc1ccc(C(=O)CC(=O)c2ccccc2)cc1,26%
CCCCN(CC(=O)NC1CC1)S(=O)(=O)c1ccc(OCC)cc1,0%
Cc1cccc(NS(=O)(=O)c2ccc(C)c(C(=O)NCC(c3ccco3)N3CCCCC3)c2)c1 (centres undefined),-11%
CC(=O)c1cccc(NC(=O)c2ccccc2-c2ccccc2C(=O)O)c1,8%
CC(C)NC(=O)N(C)C[C@H]1Oc2c(NC(=O)Nc3ccc(C(F)(F)F)cc3)cccc2C(=O)N([C@H](C)CO)C[C@@H]1C,10%
CC1CCCC(NC(=O)CSc2nnc(-c3cccnc3)n2N)C1C (centres undefined),2%
COC(=O)C(Cc1ccccc1)NC(=O)CC(C)CC(=O)Nc1ccc(C)cc1 (centres undefined),3%
O=C(Nc1ccc(F)cc1F)c1ccc2c(=O)n3c(nc2c1)CCC3,9%
COc1ccc(OCCCN(C)Cc2ccccc2)cc1,-4%
COCc1cc(C)nc(SCc2ccc([N+](=O)[O-])cc2)c1C#N,20%[2.29 µM]
C#CCOc1ccc(OC)cc1C(c1c(C)[nH][nH]c1=O)c1c(C)[nH][nH]c1=O,-1%
Cc1cccc(C)c1NC(=O)c1cc(S(=O)(=O)N2CCOCC2)cn1C,6%
CNC(=O)c1[nH]cnc1C(=O)Nc1cccc(C)c1,2%
COCCNC(=O)CN1C(=O)COc2ccc(S(=O)(=O)N3CC(C)CC(C)C3)cc21 (centres undefined),3%
Cc1c(OC(C(=O)O)c2ccccc2)ccc2c1oc(=O)c1ccccc12 (centres undefined),4%
Cc1ccc(/C=C/C(=O)NCCc2ccccc2)o1,-12%
O=C1c2ccccc2C(=O)N1CCCn1ccnc1,1%
COc1ccc(S(=O)(=O)Nc2ccc(-n3cnnn3)cc2)cc1Br,11%
COc1ccc([C@@H]2[C@@H]3C(=O)N(C(C)(C)C)C(=O)[C@@H]3[C@]3(C)C(=O)N(c4cccc(Br)c4)C(=O)N23)cc1,7%
O=C(CNS(=O)(=O)c1ccccc1F)NNC(=O)c1ccc(Br)cc1,-6%
COC(=O)c1ccc(OCC(=O)Nc2ccccc2C(=O)NC2CC2)cc1,4%
COc1ccccc1NC(=S)N1CCN(c2ccc(F)cc2)CC1,0%[2.29 µM]
CCOC(=O)C1=C(COC(=O)COc2ccc(C(C)=O)cc2)NC(=O)NC1C (centres undefined),-3%
O=C(O)CCC(=O)N1CCN(c2nc(-c3ccccc3)c3cc(Br)ccc3n2)CC1,7%
CC(C)CCN1C(=O)c2ccc(C(=O)NCc3ccccn3)cc2C1=O,-5%
Cc1cccc(NC(=O)CCC(=O)c2cccs2)n1,-26%
Cc1ccc(-c2nc(CCNC(=O)c3ccco3)cs2)cc1,1%
CN(C)CCCn1c(SCc2ccc(Cl)cc2)nnc1-c1ccncc1,1%[2.29 µM]
CCc1noc(C)c1C(=O)N1CCN(S(=O)(=O)c2ccc(Cl)cc2)CC1,5%
CN(C(=O)COC(=O)c1ccc(Cl)s1)C1(C#N)CCCCC1,0%
CCCCC[C@H]1CN(Cc2ccc(OC)cc2)C(=O)[C@@H]1CC(=O)NCc1ccccc1,1%
CSc1ccc(/C=N/NC(=O)c2ccc(-n3cnnn3)cc2)cc1,9%
O=C(COC(=O)/C=C/c1cccc(F)c1)Nc1cccc(S(=O)(=O)NC2=NCCCCC2)c1,2%
COc1ccc(C(CNC(=O)c2ccc(Cl)s2)N2CCOCC2)cc1 (centres undefined),-1%
COc1ccc(NC(=O)COC(=O)C2CC2)cc1S(=O)(=O)N1CCCCC1,-4%
CC(NC(=O)c1ccc(Br)o1)c1ccc(-n2ccnc2)cc1 (centres undefined),-1%
CCCCC1CCC(C(=O)N(CCOC)c2c(N)n(CCCC)c(=O)[nH]c2=O)CC1 (centres undefined),-5%

# Part of the list above, bar-delimited.
canonical_smiles | L3MBTL1 block
Cc1ccc(-c2nc(CCNC(=O)c3ccco3)cs2)cc1 | 1%
CN(C)CCCn1c(SCc2ccc(Cl)cc2)nnc1-c1ccncc1 | 1%[2.29 µM]
CCc1noc(C)c1C(=O)N1CCN(S(=O)(=O)c2ccc(Cl)cc2)CC1 | 5%
